RPL19A-GFP yeast: modulators of TOR pathway RPL19A-GFP in S. cerevisiae; S. cerevisiae RPL19A-GFP strain, flow cytometry, 3 h; active compounds read low; percent response vs DMSO, % at 10 µM; 0.3% of 330,000 active; AID 2025;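 active = percent response vs DMSO below 50%; inconclusive = fewer than 70 events counted for the yeast strain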;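 note: median channel GFP fluorescence of the barcoded RPL19A-GFP strain; ratio of sample median GFP to plate DMSO average so 100% = DMSO; lower means less RPL19A-GFP as with rapamycin TOR inhibition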
GRK2 aptamer HTS: inhibitors of human GRK2 displacing RNA aptamer. P25098. bead flow cytometry, FAM-aptamer displacement from GRK2. inhibition of aptamer binding, % at 10 µM. 0.59% of 330,000 active. AID 488847;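 active = inhibition of aptamer binding above 40%, roughly 3 SD of noise, on plates passing a quality check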;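 note: median bead fluorescence of bound FAM aptamer so fluorescent compounds give negative values; no value below 0 was filed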
Target sequence (P25098 whole entry, looked up): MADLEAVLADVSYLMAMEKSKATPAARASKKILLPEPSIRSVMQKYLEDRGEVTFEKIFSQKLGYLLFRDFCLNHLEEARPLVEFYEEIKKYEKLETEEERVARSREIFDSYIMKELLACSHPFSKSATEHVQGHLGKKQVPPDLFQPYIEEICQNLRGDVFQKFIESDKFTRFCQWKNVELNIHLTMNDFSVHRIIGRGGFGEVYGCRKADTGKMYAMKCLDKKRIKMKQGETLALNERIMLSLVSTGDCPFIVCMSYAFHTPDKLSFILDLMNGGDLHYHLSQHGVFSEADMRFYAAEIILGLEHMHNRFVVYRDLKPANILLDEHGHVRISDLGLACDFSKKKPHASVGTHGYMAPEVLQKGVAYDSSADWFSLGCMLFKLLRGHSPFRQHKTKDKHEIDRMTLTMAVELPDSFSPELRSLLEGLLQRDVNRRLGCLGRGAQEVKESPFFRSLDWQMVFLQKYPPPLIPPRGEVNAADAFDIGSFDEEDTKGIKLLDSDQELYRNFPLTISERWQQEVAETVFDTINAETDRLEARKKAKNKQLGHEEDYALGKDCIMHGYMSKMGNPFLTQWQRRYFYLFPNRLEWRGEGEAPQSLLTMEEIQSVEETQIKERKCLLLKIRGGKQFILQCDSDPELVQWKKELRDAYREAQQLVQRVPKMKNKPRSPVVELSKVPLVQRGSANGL
CIT2 TOR yeast: yeast TOR pathway CIT2-GFP modulation | S. cerevisiae CIT2-GFP strain, flow cytometry, 3 h; 100 means same as DMSO wells | GFP response vs DMSO, % at 10 µM | 0.065% of 320,000 active;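 active = GFP response relative to DMSO above a set limit, near the screen mean plus 3 SD, cut at about 150% in these data; inconclusive = Fewer than 70 cells measured for a yeast strain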;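 note: ratio of well median GFP fluorescence to mean of DMSO wells on the plate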
GASC-1 inh: blocks human GASC-1 demethylase activity. GST-JMJD2C(1-420) H3K9me3 demethylation, DELFIA europium. inhibition, % at 2.35 µM. 0.069% of 330,000 active;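 active = more than half of a compound's replicate wells show inhibition beyond 50%, single wells judged on their own value; inconclusive = some, but no more than half, of replicates pass 50% inhibition; inactive = no replicate passes 50% inhibition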;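 note: signal counts dimethyl H3K9 product captured on neutravidin plate; 0% = median of DMSO wells and 100% = 0.3 times that DMSO median; strong numbers were not always called active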
VLA-4 inh: inhibition in a human VLA-4 binding assay | AID 2557 | VLA-4 expressing cells, ligand binding flow cytometry | 0.2% of 330,000 active | inhibition, % (about 7 µM as worked out from the volumes in the protocol); in the data active = inhibition above about 50%
AGP1-GFP MLPCN: alters AGP1-GFP fluorescence in TOR pathway yeast screen. S. cerevisiae AGP1-GFP multiplex flow cytometry, 3 h; GFP as percent of DMSO wells. GFP response vs DMSO, % at 10 µM. 0.02% of 320,000 active;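 active = GFP response relative to DMSO above a set limit, near screen average plus 3 SD, cut at about 150% in these data; inconclusive = fewer than 70 cells counted for the yeast strain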;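 note: median GFP channel fluorescence of the gated AGP1 strain per well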
MEP2-GFP yeast: modulators of TOR pathway MEP2-GFP in S. cerevisiae; 0.51% of 330,000 active; S. cerevisiae MEP2-GFP strain, flow cytometry GFP, 3 h; 100% = DMSO control level; GFP response vs DMSO, % at 10 µM;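 active = GFP response versus DMSO above a set limit, roughly screen mean plus 3 SD, cut at about 180% in these data; inconclusive = fewer than 70 cells counted for a yeast strain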;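 note: median GFP fluorescence of the barcode-gated MEP2-GFP cells per well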
LAP4-GFP MLPCN: yeast TOR pathway LAP4-GFP modulation. AID 2023. 0.34% of 320,000 active. GFP response vs DMSO, % at 10 µM. S. cerevisiae LAP4-GFP multiplex, flow cytometry GFP, 3 h; median GFP as percent of DMSO wells;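 active = GFP response vs DMSO above a set limit, about the screen mean plus 3 SD, cut at about 150% in these data; inconclusive = under 70 cell events counted for the yeast strain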
* hit, by the source's call; ? = inconclusive; . = no result given; & = joins results of further samples; [ ] = another dose, or the depositor's remark.

SMILES	RPL19A-GFP yeast	GRK2 aptamer HTS	CIT2 TOR yeast	GASC-1 inh	VLA-4 inh	AGP1-GFP MLPCN	MEP2-GFP yeast	LAP4-GFP MLPCN
OC(COc1ccc(Br)cc1)CN1CCOCC1 (stereo not drawn)	99	0	93	5	-3	99	100	95
O=C(NC(=S)Nc1ccc2oc(=O)ccc2c1)c1cc2ccccc2o1	103	.	94	14	5	107	107	110
COc1ccc(NC2CS(=O)(=O)CC2NCc2ccco2)cc1 (stereo not drawn)	103	2	98	-4	-2	103	105	105
COc1ccc(-c2ccc3oc(-c4ccsc4)cc(=O)c3c2)cc1F	101	0	106	-12	18	99	101	101
CC(O)CSc1nc2c(c(=O)[nH]c(=O)n2C)n1CC(O)COc1ccccc1 (stereo not drawn)	97	0	96	5	8	101	94	95
CCOC(=O)c1c(NC(=O)C2CC(Cl)=CCC2C(=O)O)sc2c1CC(C)(C)OC2 (stereo not drawn)	103	1	59	-6	7	78	104	104
CC(NC(=O)c1ccccc1F)c1nnc(SCC(=O)Nc2nccs2)n1C (stereo not drawn)	102	0	105	-2	-1	101	101	100
O=C(O)c1cccc(N2C(=O)c3cc([N+](=O)[O-])cc4cc([N+](=O)[O-])cc(c34)C2=O)c1	110	27	109	4	-28	103	120	110
N#Cc1c(SCC(=O)N2CCCCC2)nsc1SCC(=O)N1CCCCC1	101	0	92	9	7	99	98	105
O=C(O)c1ccccc1NCCO	99	5	108	-4	17	85	108	106
Cc1ccccc1-c1nn2c(-c3ccccc3)nnc2s1	96	3	96	-2	-9	83	103	104
CC(C)(C)c1ccc(SCC(N)=O)cc1	98	1	103	17	0	96	104	96
CC(OC(=O)C1CCCCC1)C(=O)Nc1cccc(Cl)c1 (stereo not drawn)	102	0	93	3	16	107	96	105
COC(=O)[C@H](Cc1ccccc1)[C@@H](C)OS(N)(=O)=O	99	0	82	-18	-8	86	91	107
CCN(CCn1cccn1)C(=O)CC1C(=O)NCCN1Cc1cccc(OC)c1OC (stereo not drawn)	99	2	99	8	-7	96	100	96
O=C(Nc1ccc(F)c(Cl)c1)Nc1cnccn1	103	0	93	2	-19	101	98	99
CCN1C(=O)[C@H]2[C@@H](c3ccc(-c4ccc(Cl)c(Cl)c4)cc3)N[C@@](Cc3ccccc3)(C(=O)OC)[C@H]2C1=O	101	0	96	137	-7	88	97	125
COc1ccc(NC(=O)[C@H](Cc2c[nH]c3ccccc23)NC(=O)[C@@H]2Cc3ccccc3CN2)cc1	96	0	94	-36	10	97	102	100
CC1CCN(C(=O)COC(=O)c2cccs2)CC1	99	3	100	9	6	96	101	91
COc1ccc(C(=O)Nc2ccc(SC(F)F)cc2)cc1	101	2	94	-16	0	97	96	98
CCC(CC)C(=O)N1CC(=O)Nc2ccc(F)cc2C1c1ccc(F)cc1 (stereo not drawn)	90	0	84	-12	-21	87	91	85
Cc1nnc(N/N=C\c2ccc(-c3cccc(C(=O)O)c3)o2)n1N	99	88*	104	10	0	98	103	96
Cc1cccc(N2CCN(C(=O)c3ccnn3C)CC2)c1C	102	0	90	-12	10	103	109	88
N#Cc1c(N)sc(=S)c2c1CCCC2	96	15	103	-2	-7	93	103	110
COCCCNC(=O)C1Cc2cc(S(=O)(=O)N3CCCC3)ccc2N1C(C)=O (stereo not drawn)	110	1	116	10	6	122	114	123
Nc1ccc2ncccc2c1	96	3	95	-1	-6	103	105	108
CCCn1c(-c2nonc2N)nc2ccccc21	94	1	85	8	-8	97	101	98
CCOC(=O)c1c(NC(=O)c2cc3n(n2)C(C(F)(F)F)CC(c2cccs2)N3)sc(C)c1C (stereo not drawn)	105	0	96	-5	2	101	107	99
O=C(Nc1ccc2oc(-c3cccnc3)nc2c1)c1ccco1	57	0	88	24	0	70	89	202*
CCOC(=O)C1=C(C)N=c2s/c(=C\c3ccncc3)c(=O)n2C1c1ccc2c(c1)OCO2 (stereo not drawn)	96	0	84	-5&5	18	95	97	107
CN(Cc1ccccc1)c1nc2c(c(=O)[nH]c(=O)n2C)n1CCSc1nc2ccccc2[nH]1	106	26	.	9	11	104	103	94
Cc1cc2c(c(=O)n1CCN(C)C)C(c1ccccc1Br)C(C#N)=C(N)O2 (stereo not drawn)	105	3	119	0	-4	103	117	112
O=C(Nc1nc(-c2ccccc2)cs1)c1ccco1	98	0	85	2	9	91	94	113
CCC1(C)CC(C(CC(=O)O)c2ccc(C)cc2)CCO1 (stereo not drawn)	95	4	96	-12	15	96	101	98
O=C(O)CCN1C(=O)c2ccc(NC(=O)CSc3ccc(Cl)cc3)cc2C1=O	105	1	106	-8	13	104	108	98
N=c1c2c3c(sc2ncn1CCN1CCOCC1)CCCC3	103	0	107	-2	24	101	104	104
COC(=O)c1oc2ccc(Cl)cc2c1-n1cccc1	92	0	92	1	-1	85	95	96
S=c1[nH]nc(COc2ccccc2)n1Cc1ccccc1	97	3	95	23	-11	99	86	83
c1ccc(-c2ccccc2OCCCCn2ccnc2)cc1	100	3	98	17	6	92	101	84
COc1cc(NC(=O)c2ccccc2NS(=O)(=O)c2ccc(Cl)s2)cc(OC)c1	108	7	97	8	12	102	108	98
C/C(=N\Nc1cc(C)nc(NCc2ccccc2)n1)c1ccc([N+](=O)[O-])cc1	97	0	94	9	3	98	101	109
Cc1ccc(S(=O)(=O)N2CCCCC2)cc1C(=O)NCc1ccc(S(N)(=O)=O)cc1	99	1	99	.	-5	101	104	96
C=CCNCCCOc1ccc(C)cc1Br	103	0	113	0	14	92	108	86
CCOC(=O)C(Cc1ccccc1)C(=O)Nc1ccc(N(CC)CC)cc1 (stereo not drawn)	97	0	97	-4	4	88	87	100
CCC(c1nnnn1C1CCCC1)N1CCN(Cc2ccccc2)CC1 (stereo not drawn)	101	1	95	0	7	99	108	98
O=C(CSc1nc(-c2ccccc2)ns1)N1CCOCC1	99	0	97	2	-1	100	103	102
COc1ccc(CCNC(=O)COC(=O)c2cccs2)cc1OC	73[may fluoresce violet]	2	?	-6	-6	13[may fluoresce violet]	145[may fluoresce violet]	87[may fluoresce violet]
COc1ccc(CC(=O)N/N=C/c2cccnc2)cc1OC	101	1	106	2	-8	97	98	87
CCOC(=O)c1c(C)c(C(=O)NCc2ccccn2)c(C)n1CC	106	0	112	-4	14	103	113	111
CCOC(=O)c1c(NC(=O)c2ccccc2C(=O)O)sc2c1CCC2	101	25	79	12	-8	89	96	90
Clc1cccc(CN2CCN(c3ncccn3)CC2)c1Cl	106	0	105	9	7	105	108	92
O=C(CN1CCCCCC1)Nc1ccc(S(=O)(=O)N2CCOCC2)cc1	109	1	100	31	9	105	107	114
COc1ccc(OC)c(NC(=O)c2ccc(-c3cccs3)cc2)c1	101	0	92	3	0	93	103	113
Cc1ccccc1NC(=O)C1CCN(S(=O)(=O)c2ccc3c(c2)NC(=O)C(C)S3)CC1 (stereo not drawn)	93	2	101	-12	-9	97	99	88
O=C(NC1CCCCC1)C1CCN(C(=O)c2ccccc2Cl)CC1	102	0	102	-12	4	101	110	98
Cc1cc(C(=O)NC2CCCCC2)c2cc(F)ccc2n1	101	3	104	-1	12	101	105	100
CCS(=O)(=O)N1CCC(C(=O)NCc2ccccn2)CC1	101	0	109	-7	-12	102	96	102
CCCn1c(SCC(=O)Nc2nnc(-c3ccccc3)s2)nnc1-c1ccccn1	102	5	90	-37&-4	-3	94	103	101
C=CCn1c(O)c(N=NC(=S)Nc2cccc(OC)c2)c2ccccc21	97	5	106	-16	13	103	102	105
CCOC(=O)/C=C1\NC2(CCCCC2)Cc2cc(OC)c(OC)cc21	115	0	90	1	3	91	100	75
Next compounds.
SMILES	RPL19A-GFP yeast	GRK2 aptamer HTS	CIT2 TOR yeast	GASC-1 inh	VLA-4 inh	AGP1-GFP MLPCN	MEP2-GFP yeast	LAP4-GFP MLPCN
CCCNC(=O)c1ccc(N2CCC3(CC2)CC(c2cccc(Br)c2)=NO3)c([N+](=O)[O-])c1	96	1	71	-3	7	80	95	133
COc1ccc(C(=NNc2ccccc2C(=O)O)c2ccc(OC)cc2)cc1	108	3	113	-1	-3	111	107	98
COc1cc(OC)cc(C(=O)N2CCC(C(=O)N3CCOCC3)CC2)c1	103	0	111	12	4	100	103	97
CC(C)=CCN1CCN(Cc2coc3ccc(C)cc3c2=O)CC1CCO (stereo not drawn)	106	1	113	11	20	104	96	88
O=C(NC1CCN(C(=O)N2c3ccccc3Sc3ccccc32)CC1)c1ccccc1F	94	2	82	-16	7	85	101	105
C=CCC(NCc1ccccc1)c1ccc(Cl)cc1 (stereo not drawn)	111	0	114	-5	4	109	117	106
CCN(Cc1ccccc1)C(=O)CSc1nncn1C	114	9	106	0	-7	127	113	106
Cc1ccc(Nc2cc(C)nc(-c3ccccc3O)n2)cc1	98	0	100	0	3	82	107	101
COc1ccc(/C=N\NC(=O)c2sccc2C)cc1Cn1nc(C)cc1C	105	0	98	22	7	98	106	98
Cc1ccc(C2=C(c3ccc([N+](=O)[O-])cc3)C(=O)OC2)cc1C	100	2	103	-33	-9	104	108	106
O=C(Nc1ccccc1F)c1ccc(CNS(=O)(=O)c2cccc(C(F)(F)F)c2)cc1	101	2	108	-1	5	105	93	107
CC(=O)N1CCN(C(=O)C2(NC(=O)Nc3ccccc3Cl)CCCCC2)CC1	97	0	98	-2	4	100	99	97
O=C(/C=C/c1ccc(S(=O)(=O)N2CCOCC2)cc1)NCCc1ccc(C(F)(F)F)cc1	101	3	95	14	29	98	98	95
CCN1CC(CN(C)Cc2nc(-c3ccc(OC)c4ccccc34)oc2C)CC1=O (stereo not drawn)	92	3	89	-22	24	89	92	90
O=C(NCc1n[nH]c(=S)n1-c1cccc(C(F)(F)F)c1)c1ccc(S(=O)(=O)N2CCCC2)cc1	101	0	97	4	13	97	101	86
O=C1C2C(c3ccccc3)C=CC(c3ccccc3)C2C(=O)N1c1ccccn1 (stereo not drawn)	105	0	90	0	6	100	101	105
CCc1cc(OCCOCCN(C)C)ccc1Cl	97	0	104	6	0	108	109	118
Cn1nc(C(=O)Nc2sccc2C(N)=O)ccc1=O	98	10	91	1	-7	99	100	100
O=C(Cc1ccc(Cl)cc1)NCCS(=O)(=O)N1CCN(c2ccccc2)CC1	105	0	108	-1	-2	109	99	109
COc1cccc(NC(=O)N2CCCC2C(=O)Nc2cc(C)ccc2OC)c1 (stereo not drawn)	101	0	99	1	3	100	96	95
Cc1c(Nc2nc3ccccc3nc2N2CCN(c3ccccc3)CC2)c(=O)n(-c2ccccc2)n1C	97	7	93	13	12	94	98	105
CN(C)CCn1c2c(c(SCC(=O)N3CCc4ccccc43)nc1=O)CCCC2	99	0	100	1	-1	105	95	114
Cc1ccc(Cn2ncc3c(NCCCN(C)C)ncnc32)cc1	113	0	120	4	12	111	116	102
O=C(O)c1sc2cccc(Cl)c2c1Cl	97	4	85	-3	3	96	101	100

From PubChem
